High-throughput results deposited in PubChem BioAssay by several laboratories.
STK33 inh: inhibitors of purified STK33 kinase, primary screen, biochemical, ADP-Glo luminescence, homogeneous, cell-free. Serine/threonine-protein kinase 33 (Homo sapiens), Q9BYT3. MBP phosphorylation. inhibition, % at 10 µM. 320,000 compounds, 0.073% hits. AID 2661, 2010;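 active means inhibition at or above 25%, using the most active replicate where run in duplicate; inactive means inhibition below 25%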
Target sequence (Q9BYT3 whole entry, looked up): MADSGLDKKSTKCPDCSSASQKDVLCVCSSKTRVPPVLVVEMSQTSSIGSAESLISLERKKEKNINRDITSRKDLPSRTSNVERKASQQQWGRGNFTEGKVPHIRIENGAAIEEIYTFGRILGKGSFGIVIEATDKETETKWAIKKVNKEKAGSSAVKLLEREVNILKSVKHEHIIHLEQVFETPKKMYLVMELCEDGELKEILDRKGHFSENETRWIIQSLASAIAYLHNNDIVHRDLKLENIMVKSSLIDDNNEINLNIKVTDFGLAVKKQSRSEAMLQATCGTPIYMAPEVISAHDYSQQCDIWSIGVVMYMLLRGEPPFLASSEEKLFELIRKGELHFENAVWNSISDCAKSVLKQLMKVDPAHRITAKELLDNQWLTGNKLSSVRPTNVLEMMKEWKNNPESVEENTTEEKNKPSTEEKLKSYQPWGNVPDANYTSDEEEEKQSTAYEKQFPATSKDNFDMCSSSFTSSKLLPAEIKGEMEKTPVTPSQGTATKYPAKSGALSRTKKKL
OX1R FRET antag: antagonists of human orexin 1 receptor (OX1R); Orexin/Hypocretin receptor type 1 (Homo sapiens), O43613; inhibition, % at 6.6 µM; OX1R-expressing cells, FRET antagonist read-out; 330,000 compounds, 1.8% hits; in the data active means inhibition mostly above about 38%, no sharp cut-off; inactive means mostly below about 40%;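 further: 0% = agonist challenge alone and 100% = reference antagonist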
Target sequence (O43613 whole entry, looked up): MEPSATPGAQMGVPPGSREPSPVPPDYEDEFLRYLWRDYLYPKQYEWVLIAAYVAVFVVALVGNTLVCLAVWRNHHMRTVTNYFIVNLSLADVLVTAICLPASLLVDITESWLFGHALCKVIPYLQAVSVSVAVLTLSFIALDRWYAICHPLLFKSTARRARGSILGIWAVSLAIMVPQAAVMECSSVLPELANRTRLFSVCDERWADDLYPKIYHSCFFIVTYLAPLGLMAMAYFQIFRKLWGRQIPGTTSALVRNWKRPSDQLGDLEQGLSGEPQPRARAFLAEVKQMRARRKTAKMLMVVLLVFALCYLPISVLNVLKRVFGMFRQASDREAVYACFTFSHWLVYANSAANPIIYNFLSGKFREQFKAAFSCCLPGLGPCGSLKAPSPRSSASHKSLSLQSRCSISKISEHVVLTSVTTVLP
The depositor's hits bear a star; . = no result given.

SMILES	STK33 inh	OX1R FRET antag
Cc1c(-c2cccs2)[n+](=O)c2c(n1[O-])CCC2	8.5	27
CCOc1ccc(CCNC(=O)CCC(=O)N2CCSc3ccccc32)cc1OCC	.	32
Cc1cc(/C=N/n2cnnc2)c(C)n1-c1ccc(OCc2ccc(Cl)cc2)cc1	-1.7	14
Cc1ccc(Nc2cc(C)nc3ccc(C)cc23)cc1	-0.1	24
CC(C)OCCCNC(=O)C(=O)NCCCOC(C)C	-0.2	9
CC1Cc2ccccc2N1C(=O)COC(=O)Cn1cnc2ccccc2c1=O (stereo unspecified)	-0.5	6
CCOc1ccc(NC(=O)c2cccs2)c([N+](=O)[O-])c1	-1.1	23
CCc1ccc(C(=O)/C=C/c2cnn(C)c2C)s1	-0.9	24
CS(=O)(=O)c1ccccc1C(=O)N1CCN(Cc2ccccc2)CC1	-1.7	5
O=C(NNC(=S)Nc1ccc(F)cc1)C1CC1c1ccc(Cl)cc1 (stereo unspecified)	-0.4	6
Cn1nc(C(C)(C)C)cc1C(=O)NN1CCOCC1	0.1	2
Nc1cc(=O)[nH]c(=O)n1CC1CC1	-0.8	6
O=C(NCc1ccco1)/C(=C/c1ccc(C(F)(F)F)cc1)c1nc2ccccc2[nH]1	-0.2	4
Cc1cccc(NC(=O)CCNC(=O)c2ccc(Br)cc2)c1	-0.9	13
COc1ccc(S(=O)(=O)NCCC(=O)NCc2cccs2)cc1	-0.3	-2
Cn1cc(S(=O)(=O)CC(=O)Nc2ccc3c(c2)OCO3)c2ccccc21	-1.5	24
COc1cc2c(c(OC)c1OC)-c1ccc(N(C)CC(OC)OC)c(=O)cc1[C@@H](NC(C)=O)CC2	0.2	29
C/C(=N/NC(=O)CNC(=O)c1cccs1)c1ccc(Cl)cc1	1.3	20
Nc1ccc(N=Nc2ccccc2)c(N)n1	.	13
CCCCCOC(=O)CC(C(=O)OCCCCC)N1CCCCC1 (stereo unspecified)	-0.4	28

Continued, starting with the last 4 of the part before.
SMILES	STK33 inh	OX1R FRET antag
COc1cc2c(c(OC)c1OC)-c1ccc(N(C)CC(OC)OC)c(=O)cc1[C@@H](NC(C)=O)CC2	0.2	29
C/C(=N/NC(=O)CNC(=O)c1cccs1)c1ccc(Cl)cc1	1.3	20
Nc1ccc(N=Nc2ccccc2)c(N)n1	.	13
CCCCCOC(=O)CC(C(=O)OCCCCC)N1CCCCC1 (stereo unspecified)	-0.4	28
COc1ccc(N/N=C(\C#N)C(N)=O)cc1	.	12
Cc1cc(Nc2ccc(C)c(Cl)c2)nc(N2CCOCC2)n1	-0.9	15
COc1cccc(N2CCN(C(=O)c3ccc(CS(=O)Cc4ccc(C)cc4)o3)CC2)c1 (stereo unspecified)	-1.3	6
CCCCNC(=O)c1cc2cc(OC)ccc2[nH]1	0.0	7
Cc1cnc(NC(=O)CN(C)S(=O)(=O)c2ccc(Cl)cc2)s1	-2.7	20
N/C(=N\NC(=O)Nc1ccccc1)c1ccccn1	3.4	9
CC(C)(C)C(=O)OCc1nc(-c2ccc(F)cc2)cs1	0.0	7
c1ccc(-c2nn3cnnc3c3ccccc23)cc1	-0.3	21
COc1ccccc1OCCSc1nc2ccccc2n1CC(N)=O	-0.4	5
CCOc1cc(NC(=O)CC(C)C)c(OCC)cc1NC(=O)CCn1nnc2ccccc21	1.4	9
CCOCCCNC(=O)c1ccc(N(C)S(=O)(=O)c2ccc(OC)cc2)cc1	-1.5	1
COCCn1c(SCC(=O)N(C)c2c(N)n(Cc3ccccc3)c(=O)[nH]c2=O)nnc1-c1cccc(C)c1	-1.0	9
CCn1c(N2CCN(S(=O)(=O)c3ccccc3)CC2)nc2ccccc21	.	15
COc1ccc(CCNC(=O)c2ccccc2OCc2ccccc2)cc1	-1.4	21
COCCn1c(N)c(NCc2ccccc2)c(=O)n(CC(=O)Nc2cc(C)ccc2C)c1=O	-0.5	13
CC(=O)c1ccc(NC(=O)CSc2nnc3ccc(-c4ccccn4)nn23)cc1	-0.4	8
Cc1ccc(S(=O)(=O)N2CCOCC2)cc1NC(=O)CSc1ncccn1	-2.1	3
COCCNC(=S)Nc1ccc(N2CCCCC2)cc1	-1.8	12
Cc1ccc(-n2nnnc2SCC(=O)c2c(N)n(C3CC3)c(=O)[nH]c2=O)c(C)c1	-0.5	5
CCOC(=O)c1sc(/S(C)=N\S(=O)(=O)c2cccc(Cl)c2)c2c1CCC=C2 (stereo unspecified)	-4.7	16
CCNc1nc(NCC)nc(N/N=C/c2ccc(Br)cc2)n1	1.9	15
CN(C1CCCCC1)S(=O)(=O)c1ccc(SCC(=O)C(C)(C)C)nc1	-0.7	19
S=c1[nH]nc(-c2cc(-c3ccccc3)n[nH]2)n1/N=C/C=C/c1ccco1	-1.8	14
CCOc1ccc2[nH]c3c(NCCOC)ncnc3c2c1	2.6	6
COc1ccc(/C=N/NC(=O)c2sccc2OCc2ccc(F)cc2)cc1OC	-0.8	17
NNC(=O)CCC(=O)Nc1ccccc1	0.0	10
O=C(c1ccco1)N1CCN(C(=O)c2cc3ccccc3oc2=O)CC1	-0.8	13
CN(C)CCCNC(=O)C[C@H]1C[C@H](C(=O)N2CCCCC2)[C@@]2(C)c3[nH]c4cc(-c5ccco5)ccc4c3CCN2C1=O	.	4
Cc1cc(C)c2nc(N)sc2c1	0.0	25
COc1ccc(F)cc1C(=O)C1CCCN(Cc2cccn2-c2cccnc2)C1 (stereo unspecified)	-1.7	17
CN(C)CCNC(=O)C(=O)Nc1ccc2c(c1)N(S(=O)(=O)c1cccs1)CCC2	-0.9	4
O=C(Nc1nc2ccccc2s1)c1cnccn1	-0.8	11
CC(C)(C)c1ccc(C(=O)CSc2n[nH]c(=O)[nH]c2=O)cc1	-2.6	14
NC(=O)N1c2ccccc2CC(=O)c2ccccc21	.	15
CCNC(=O)n1cc(-n2cncn2)c(-c2ccc(Cl)cc2)n1	0.2	19
COC(=O)c1cc2sccc2n1CC(=O)Nc1cccc(SC)c1	0.5	29
COc1cccc(CNCC(=O)N2C(C)CCCC2C)c1 (stereo unspecified)	-1.7	10
CCC(=O)c1ccc(OCC(O)Cn2nc(C)c(C(C)=O)c2C)cc1 (stereo unspecified)	0.4	5
Cn1cnnc1Sc1nc2ccccc2nc1NS(=O)(=O)c1ccccc1	2.1	3
O=C(Cc1cccs1)N1CCN=C1SCc1ccc(Br)cc1	0.1	1
NC(=O)c1ccc(-n2nnnc2Oc2ccccc2C(=O)N2CCOCC2)cc1	-0.1	36
c1nc(NCC2CCCO2)c2[nH]cnc2n1 (stereo unspecified)	1.4	17
N#Cc1ccc2ccn(CC(=O)NC3CCCCC3)c2c1	-2.2	8
CN(c1ccccc1)S(=O)(=O)c1ccc(-c2ccccc2)cc1	-1.1	15
CCNC(=O)COC(=O)c1csc2c1CCCC2	-0.9	18
CCS(=O)(=O)Nc1cccc(C2=NN(S(=O)(=O)c3ccccc3)C(c3cccs3)C2)c1 (stereo unspecified)	0.9	16
Brc1ccc(OCc2cn3ccccc3n2)cc1	-0.7	20
Nn1c(Cc2cccc3ccccc23)nnc1SCCOc1ccc(Br)cc1	-1.8	16
COc1ccccc1Nc1nc(-c2sc(NC(=O)C(C)(C)C)nc2C)cs1	-0.1	34
C=C1CN(Cc2ccccc2)S(=O)(=O)c2ccccc21	-1.2	11
COc1ccc(NC(=O)c2cncc(Br)c2)cc1S(=O)(=O)N1CCCCC1	0.0	12
CCOc1ccc(-n2nnnc2-c2nc3ccccc3s2)cc1	3.2	9
CC(=O)c1cccc(NC(=O)CN(c2ccc(C)cc2)S(=O)(=O)c2cccc3nonc23)c1	0.0	20
CC(C)Oc1cccc(C2NC(=O)c3ccccc3O2)c1 (stereo unspecified)	-0.8	5
O=C(OCC(=O)c1ccc(Cl)cc1Cl)c1ccccn1	-3.3	-1
Cc1cc(C)cc(NC(=O)Nc2ccc(S(=O)(=O)Nc3cc(C)on3)cc2)c1	1.3	-6
COc1ccc(Nc2nc(N)c([N+](=O)[O-])c(NCCO)n2)cc1	21	17
Cc1cccc(NC(=O)CN2C(=O)COc3ccc(Cl)cc32)c1	-1.1	10
O=C(c1ccc(F)cc1)N1CCN(c2ccccn2)CC1	-1.4	-5
COc1ccc(C2=NOC(Cn3nc(C(=O)NCC4CC4)cc3-c3ccccc3)C2)cc1 (stereo unspecified)	-1.2	21

A section from the list above, for reference:
SMILES	STK33 inh	OX1R FRET antag
O=C(Nc1nc2ccccc2s1)c1cnccn1	-0.8	11
CC(C)(C)c1ccc(C(=O)CSc2n[nH]c(=O)[nH]c2=O)cc1	-2.6	14
NC(=O)N1c2ccccc2CC(=O)c2ccccc21	.	15
CCNC(=O)n1cc(-n2cncn2)c(-c2ccc(Cl)cc2)n1	0.2	19
COC(=O)c1cc2sccc2n1CC(=O)Nc1cccc(SC)c1	0.5	29
COc1cccc(CNCC(=O)N2C(C)CCCC2C)c1 (stereo unspecified)	-1.7	10
CCC(=O)c1ccc(OCC(O)Cn2nc(C)c(C(C)=O)c2C)cc1 (stereo unspecified)	0.4	5
Cn1cnnc1Sc1nc2ccccc2nc1NS(=O)(=O)c1ccccc1	2.1	3
O=C(Cc1cccs1)N1CCN=C1SCc1ccc(Br)cc1	0.1	1
NC(=O)c1ccc(-n2nnnc2Oc2ccccc2C(=O)N2CCOCC2)cc1	-0.1	36
c1nc(NCC2CCCO2)c2[nH]cnc2n1 (stereo unspecified)	1.4	17
N#Cc1ccc2ccn(CC(=O)NC3CCCCC3)c2c1	-2.2	8
CN(c1ccccc1)S(=O)(=O)c1ccc(-c2ccccc2)cc1	-1.1	15
CCNC(=O)COC(=O)c1csc2c1CCCC2	-0.9	18
CCS(=O)(=O)Nc1cccc(C2=NN(S(=O)(=O)c3ccccc3)C(c3cccs3)C2)c1 (stereo unspecified)	0.9	16
Brc1ccc(OCc2cn3ccccc3n2)cc1	-0.7	20
Nn1c(Cc2cccc3ccccc23)nnc1SCCOc1ccc(Br)cc1	-1.8	16
COc1ccccc1Nc1nc(-c2sc(NC(=O)C(C)(C)C)nc2C)cs1	-0.1	34
C=C1CN(Cc2ccccc2)S(=O)(=O)c2ccccc21	-1.2	11
COc1ccc(NC(=O)c2cncc(Br)c2)cc1S(=O)(=O)N1CCCCC1	0.0	12
CCOc1ccc(-n2nnnc2-c2nc3ccccc3s2)cc1	3.2	9
CC(=O)c1cccc(NC(=O)CN(c2ccc(C)cc2)S(=O)(=O)c2cccc3nonc23)c1	0.0	20
CC(C)Oc1cccc(C2NC(=O)c3ccccc3O2)c1 (stereo unspecified)	-0.8	5
O=C(OCC(=O)c1ccc(Cl)cc1Cl)c1ccccn1	-3.3	-1
Cc1cc(C)cc(NC(=O)Nc2ccc(S(=O)(=O)Nc3cc(C)on3)cc2)c1	1.3	-6
COc1ccc(Nc2nc(N)c([N+](=O)[O-])c(NCCO)n2)cc1	21	17

Next section:
SMILES	STK33 inh	OX1R FRET antag
O=C(COC(=O)c1cccc(Cl)c1Cl)NCCN1C(=O)CSC1=O	-0.5	6
Cc1ccc(CCC(=O)Nc2ccc(CC(=O)O)cc2)o1	0.2	12
N#CC1=C(N)C2=CCCC[C@H]2[C@H](c2ccccc2)C1(C#N)C#N	1.5	6
Cc1ccccc1NC(=O)COc1coc(CN2CCN(Cc3ccccc3)CC2)cc1=O	.	18
Cc1cc2nn(-c3cccc4ccccc34)nc2cc1N	-3.2	13
COc1ccc(N2CCN(C(=O)c3sc4nc(-c5ccc(F)cc5)cn4c3C)CC2)cc1	-1.2	20
COc1ccc(Cc2nnc(SCC(=O)Nc3ccc(C)cc3C)[nH]c2=O)cc1	0.4	8
CCOC(=O)C1=C(N)OC2=C(C(=O)CC(C)(C)C2)C1c1ccc(C)s1 (stereo unspecified)	-0.5	12
CCOC(=O)C(C)Sc1nc2c([nH]c3ccccc32)c(=O)n1C (stereo unspecified)	-1.4	15
Cc1[nH]c(=S)c(C#N)c(C)c1CC(=O)c1ccc(Br)cc1	-1.8	-6
O=C(OCc1ccc(Cl)c(Cl)c1)c1cnccn1	-0.2	4
COc1ccc(-c2nn(-c3ccccc3)cc2CO)cc1OC	-0.9	11
Cn1c(=O)c(=O)n(C)c2cc([N+](=O)[O-])c([N+](=O)[O-])cc21	0.0	115*
Oc1c(C(c2ccccc2)N2CCc3ccccc3C2)sc2ncnn12 (stereo unspecified)	-0.1	5
Cc1cc(N2CCCCC2)nc(N2CCCCC2)n1	1.1	15
O=C(NNC(=O)c1cccnc1)NC12CC3CC(CC(C3)C1)C2	-0.7	20
CN(CC(=O)Nc1ccc(F)cc1)C(=O)CSc1nncs1	-2.9	23
CCCCSCCCNC(=O)C1CCC(CNS(=O)(=O)c2ccc(NC(C)=O)cc2)CC1 (stereo unspecified)	-1.6	.
O=C(c1ccco1)N1CCN(C(=O)N2CCOCC2)CC1	-0.1	6
Cc1cccc(C(=O)NCCCNC(=O)c2cccc(C)c2)c1	-1.6	.
O=C(Nc1cnccn1)Nc1ccccc1F	2.2	4
CCc1ccc(OCCCC(=O)Nc2nccs2)cc1	-0.1	16
O=Cc1ccc(-n2nncc2-c2ccc([N+](=O)[O-])cc2)cc1	-0.1	32
